Assay outcomes deposited in PubChem BioAssay by several laboratories.
HCT116 bCat-KO: primary screen for growth suppressors in beta-catenin knockout HCT116 cells (colon tumor, human); viability, % at 10 µM; 140,000 tested, 1.5% active; HCT116 beta-catenin knockout viability, CellTiter-Glo, 60 h; hits give low values; AID 818, 2007;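 active means viability at or under a set limit, the compound median less 4 SD, cut at about 6% in these data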;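 further: 0% = Hyamine 1622 control at 20 µM and 100% = untreated cell control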
HCT116 PTEN-null: growth suppression of PTEN-null HCT116, primary screen, cell-based, CellTiter-Glo; AID 827, 2007; viability, % at 10 µM; HCT116 PTEN-null viability, 60 h; hits give low values; 140,000 tested, 1.2% active;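 active means viability at or below a set limit, 4 SD under the median of all tested compounds, cut at about 3.7% in these data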;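 further: PTEN knockout HCT116 line with beta catenin targeted HCT116 as companion control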
Measles CPE: compounds protecting cells from measles virus cytopathic effect, primary screen, measles RdRp inhibitor project, single point, MLSMR library, absorbance | AID 841, 2007 | 140,000 tested, 1.5% active | protection (pct of control), % at 4 µM | Measles virus-infected cells, CPE protection; in the data active means protection mostly above about 24%, no sharp cut-off; inactive means mostly below about 26%; further: some compounds called inactive have numbers as strong as hits
Yeast lifespan up: compounds extending yeast replicative lifespan, primary screen, S. cerevisiae, OD615; S. cerevisiae growth with nicotinamide; deaD strain in restrictive glucose medium; inhibition of the nicotinamide effect, % at 10 µM; 130,000 tested, 0.68% active;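 active means inhibition above a set limit, placed 3 SD over the median of all compounds, cut at about 26% in these data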;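 further: 0% = nicotinamide-treated wells and 100% = cells grown without nicotinamide; some compounds called inactive have numbers as strong as hits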
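Assay system: engineered S. cerevisiae DeaD replicative-lifespan strain, galactose-grown log-phase cells; Buffer or medium: CSMM-D glucose medium, restrictive; Probe or stimulus: nicotinamide 1.5 mM; Compound: single dose 10 µM compound, 0.25% DMSO; Schedule: 4 h preincubation then 48 h treatment at 30 °C; Technique: OD615 measurement.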
GALR2 antag: GALR2 antagonists in receptor-expressing cells, primary screen. Galanin receptor type 2 (Homo sapiens), O43603. antagonist mode. inhibition, % at 4 µM. 140,000 tested, 0.39% active. AID 828, 2007; in the data active means inhibition above about 27%;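 further: cells stimulated with galanin 1-16 at roughly its EC80; 0% = agonist challenge control and 100% = basal control without agonist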
Target sequence (O43603 whole entry, looked up): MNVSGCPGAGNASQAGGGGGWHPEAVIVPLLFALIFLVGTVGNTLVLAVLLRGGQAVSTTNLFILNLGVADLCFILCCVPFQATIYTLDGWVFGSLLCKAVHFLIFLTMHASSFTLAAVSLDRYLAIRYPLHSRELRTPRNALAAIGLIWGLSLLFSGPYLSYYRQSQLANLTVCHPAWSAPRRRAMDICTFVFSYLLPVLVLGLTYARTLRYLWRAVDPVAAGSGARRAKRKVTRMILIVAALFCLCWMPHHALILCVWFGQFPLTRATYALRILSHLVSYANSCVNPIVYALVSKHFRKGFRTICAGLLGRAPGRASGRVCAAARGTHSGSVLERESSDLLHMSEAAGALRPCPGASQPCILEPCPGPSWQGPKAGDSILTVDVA
MRP-1 activ: H69AR viability gain despite doxorubicin, primary screen, MRP-1 activator project, H69AR cells, CellTiter-Glo. viability rescue. viability increase, % at 10 µM. 140,000 tested, 0.61% active;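 active means viability gain under doxorubicin at or above a set limit, the compound median plus 3 SD, cut at about 4.7% in these data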;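 further: MRP-1 overexpressing cells given doxorubicin 25 µM after compound pretreatment; 18-22 h compound pretreatment then 72 h with doxorubicin before readout; 0% = doxorubicin-only wells and 100% = vehicle-treated cells without doxorubicin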
E-sel TNF inh: E-selectin induction blockers in HUVEC – imaging, immunofluorescence, high content, primary screen; HUVEC TNFa-induced E-selectin immunofluorescence; inhibition, % at 2 µM; 120,000 tested, 0.71% active;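 active means inhibition above the batch mean plus 3 SD, and confirmed as a hit on visual image review, cut at about 43% in these data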;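 further: 0% = TNF-stimulated DMSO wells and 100% = unstimulated control wells; not every result past the cut was called active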
Phagocytosis inh: inhibitors of macrophage phagocytosis, primary screen, imaging, J774A.1 cells, IgG beads; AID 1029, 2008; J774A.1 macrophage IgG-bead phagocytosis; inhibition, % at 5 µM; 110,000 tested, 0.07% active;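 active means inhibition above the mean of the plate negative controls plus 5 SD, cut at about 13% in these data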;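 further: phagocytic index as fraction of beads internalized from green versus red external bead signal; plate controls were DMSO negative control for no effect and cytochalasin-D positive control for full effect; some results beyond the cut were filed as inactive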
NPY Y2 blocker: NPY-Y2 receptor antagonists, primary screen, cell-based. Neuropeptide Y receptor type 2 (Homo sapiens), P49146. NPY-Y2 expressing cells, antagonist mode. inhibition, % at 2.7 µM. 140,000 tested, 0.99% active; in the data active means inhibition above about 17%;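 further: 0% = vehicle with agonist challenge and 100% = reference antagonist with challenge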
Target sequence (P49146 whole entry, looked up): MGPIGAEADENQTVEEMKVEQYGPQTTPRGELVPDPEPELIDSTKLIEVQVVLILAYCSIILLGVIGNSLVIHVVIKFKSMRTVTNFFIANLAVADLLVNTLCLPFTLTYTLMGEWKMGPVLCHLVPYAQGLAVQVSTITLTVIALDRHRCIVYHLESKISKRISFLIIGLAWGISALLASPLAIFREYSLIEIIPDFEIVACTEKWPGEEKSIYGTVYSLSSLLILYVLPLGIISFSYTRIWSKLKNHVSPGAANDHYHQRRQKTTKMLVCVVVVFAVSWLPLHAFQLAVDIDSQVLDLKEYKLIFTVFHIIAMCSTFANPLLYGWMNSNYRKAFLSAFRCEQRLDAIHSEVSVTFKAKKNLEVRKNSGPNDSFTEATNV
BB579 growth dn: growth inhibitors of yeast BB579 in restrictive medium, primary screen, yeast lifespan-shortening project, S. cerevisiae. OD615, 48 h. inhibition, % at 10 µM. 140,000 tested, 0.51% active;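 active means inhibition above a set limit, 3 SD over the mean compound inhibition, cut at about 44% in these data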; further: inactives centre near -24
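test system = yeast BB579 (DeaD) | buffer or medium = restrictive CSMM-D medium | doses = single compound dose of 10 µM, 0.25% DMSO final | times = 4 h preincubation and 48 h exposure at 30 °C | technique = culture absorbance at 615 nm | benchmarks = amphotericin B 10 µg/mL, positive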
* hit, by the source's call; · = no result given.

SMILES	HCT116 bCat-KO	HCT116 PTEN-null	Measles CPE	Yeast lifespan up	GALR2 antag	MRP-1 activ	E-sel TNF inh	Phagocytosis inh	NPY Y2 blocker	BB579 growth dn
Cc1c(N=Cc2cc(Br)cc(Br)c2O)cccc1C(=O)O	92	102	3	-13	-2	-1.8	24	·	4	98*
CCCCN1C2=C(C(=O)CCC2)C(c2ccc(Cl)c(Cl)c2)C2=C1c1ccccc1C2=O (configuration not stated)	57	73	17	-6	2	0.2	·	·	1	-51
CC(C)(c1ccccc1)c1ccc(OCCCNCCO)cc1	1.8*	9	4	-7	-15	-2.5	-7	0	11	-58
CN1C(=S)SC(N(O)C(=O)NC2CCCCC2)C1(C)C (configuration not stated)	99	99	3	0	8	-1.1	·	0	-1	-30
COC(=O)c1ccc(C(=O)OC)c(NC(=S)N2CCN(c3ccc(F)cc3)CC2)c1	83	98	55*	-4	12	-1.3	-13	-1	5	-49
CCC(/C=N/NC(=O)C(=O)N/N=C/C(CC)CC)CC	93	89	5	3	-5	-0.2	-7	-6	0	-21
CC(C)NC(=O)c1onc(CSc2cccc3ccccc23)c1C(=O)O	91	91	13	-7	-1	-1.8	-4	·	10	-31
CCC(C)C(NC(=O)OC(C)(C)C)C(=O)NC(Cc1ccccc1)C(=O)OC (configuration not stated)	96	105	6	-3	-2	-2.7	-13	-1	5	-17
NS(=O)(=O)c1ccc(CCNC(=O)CSc2ccccc2)cc1	104	89	8	0	-8	-1.5	-39	-2	3	-40
CN(C)CCNc1nc2c(c(=O)[nH]c(=O)n2C)n1CCCc1ccccc1	94	94	8	-3	-1	-1.6	3	0	0	-15
C=CCn1c(Cc2cccs2)nnc1SCC(=O)c1cccc(Br)c1	90	89	·	-7	3	-1.5	9	0	5	-35
COc1ccc(CCNC(=O)CSCc2ccc([N+](=O)[O-])cc2)cc1OC	95	87	3	4	-4	-0.6	4	-4	2	-15
COc1cc(S(=O)(=O)NC2CCCCC2C)ccc1Cl (configuration not stated)	89	103	12	-1	-3	-1.9	51*	0	1	-53
COc1ccc(Nc2nc(C)cc(=O)[nH]2)c(OC)c1	106	113	3	-4	-11	0.6	-6	0	3	-9
CN(Cc1nc2ccccc2n1C)S(=O)(=O)c1ccc(F)cc1	104	114	13	-6	-3	-1.1	9	0	4	-13
NNC(=O)CSc1cccc2cccnc12	92	102	4	13	3	-0.8	-2	-2	1	-18
Cc1ccc(CNC(=O)C2CCN(S(=O)(=O)N3CCC4(CC3)OCCO4)CC2)cc1	101	95	10	6	0	0.3	-1	-2	1	-24
COc1ccc(C(=O)/C=C2/Sc3cc4c(cc3N2C)OCO4)cc1	89	73	4	-1	3	-3.4	41	-6	3	-27
CC1CCCC(C)N1S(=O)(=O)c1ccc(NC(=O)c2ccccc2C(=O)N2CCOCC2)cc1 (configuration not stated)	102	99	1	0	9	1.6	1	0	0	-31
c1ccc(-n2nnnc2-n2cnc3ccccc32)cc1	94	96	6	-6	-3	-0.8	-19	0	2	-16
CCNc1ccc(C(=O)OCC)cc1NC(=O)c1cccc(S(=O)(=O)N2CCOCC2)c1	82	82	12	1	-1	-1.5	-7	-1	1	-22
c1ccc(-c2nc(N3CCCCCC3)c3ccccc3n2)nc1	3.8*	3.4*	6	-15	15	-7.2	0	2	5	-34
COC(=O)c1ccccc1NC1c2ccccc2C(=O)N1c1cccnc1 (configuration not stated)	85	95	3	0	3	-1.6	6	-1	1	-38
COc1ccc(OC/C(O)=C(\C#N)c2nc3ccccc3[nH]2)cc1	97	84	6	2	1	-1.6	·	0	0	-77
Cc1cc(OCC(=O)NCCN2CCOCC2)cc(C)c1Br	89	84	3	-6	8	-3.1	·	0	3	-14

Twelve compounds from above, sorted by molecular weight, ascending.
SMILES	HCT116 bCat-KO	HCT116 PTEN-null	Measles CPE	Yeast lifespan up	GALR2 antag	MRP-1 activ	E-sel TNF inh	Phagocytosis inh	NPY Y2 blocker	BB579 growth dn
c1ccc(-n2nnnc2-n2cnc3ccccc32)cc1	94	96	6	-6	-3	-0.8	-19	0	2	-16
CCC(/C=N/NC(=O)C(=O)N/N=C/C(CC)CC)CC	93	89	5	3	-5	-0.2	-7	-6	0	-21
CN1C(=S)SC(N(O)C(=O)NC2CCCCC2)C1(C)C (configuration not stated)	99	99	3	0	8	-1.1	·	0	-1	-30
CN(Cc1nc2ccccc2n1C)S(=O)(=O)c1ccc(F)cc1	104	114	13	-6	-3	-1.1	9	0	4	-13
NS(=O)(=O)c1ccc(CCNC(=O)CSc2ccccc2)cc1	104	89	8	0	-8	-1.5	-39	-2	3	-40
CN(C)CCNc1nc2c(c(=O)[nH]c(=O)n2C)n1CCCc1ccccc1	94	94	8	-3	-1	-1.6	3	0	0	-15
CCC(C)C(NC(=O)OC(C)(C)C)C(=O)NC(Cc1ccccc1)C(=O)OC (configuration not stated)	96	105	6	-3	-2	-2.7	-13	-1	5	-17
Cc1c(N=Cc2cc(Br)cc(Br)c2O)cccc1C(=O)O	92	102	3	-13	-2	-1.8	24	·	4	98*
C=CCn1c(Cc2cccs2)nnc1SCC(=O)c1cccc(Br)c1	90	89	·	-7	3	-1.5	9	0	5	-35
Cc1ccc(CNC(=O)C2CCN(S(=O)(=O)N3CCC4(CC3)OCCO4)CC2)cc1	101	95	10	6	0	0.3	-1	-2	1	-24
CCNc1ccc(C(=O)OCC)cc1NC(=O)c1cccc(S(=O)(=O)N2CCOCC2)c1	82	82	12	1	-1	-1.5	-7	-1	1	-22
CC1CCCC(C)N1S(=O)(=O)c1ccc(NC(=O)c2ccccc2C(=O)N2CCOCC2)cc1 (configuration not stated)	102	99	1	0	9	1.6	1	0	0	-31

The main list resumes; the two compounds before the break are reprinted first.
SMILES	HCT116 bCat-KO	HCT116 PTEN-null	Measles CPE	Yeast lifespan up	GALR2 antag	MRP-1 activ	E-sel TNF inh	Phagocytosis inh	NPY Y2 blocker	BB579 growth dn
COc1ccc(OC/C(O)=C(\C#N)c2nc3ccccc3[nH]2)cc1	97	84	6	2	1	-1.6	·	0	0	-77
Cc1cc(OCC(=O)NCCN2CCOCC2)cc(C)c1Br	89	84	3	-6	8	-3.1	·	0	3	-14
COc1cc(CNCc2ccccn2)ccc1OCc1cccc(Cl)c1	43	52	7	-17	0	-5.4	·	·	6	1
COc1ccc(CN2CCOCC2)cc1OC	103	104	4	-4	6	-0.3	19	-1	2	-21
COc1cccc(NC(=O)c2ccc3c(c2)N(CC(=O)N2CCCCC2)C(=O)C(C)(C)O3)c1	94	88	2	-26	5	-3.5	-17	-2	9	-3
Cn1c(=O)c2c(nc(NCc3ccc4c(c3)OCO4)n2Cc2ccccc2F)n(C)c1=O	70	91	6	-1	6	-0.8	·	0	10	-29
CC(=O)N1CCN(c2ccc(NC(=O)c3ccc(N4CCCC4)c([N+](=O)[O-])c3)cc2Cl)CC1	23	25	6	-16	14	-0.9	-43	-1	1	-39
C/C(=N/Nc1nc(-c2ccc(Cl)cc2)cs1)c1cccs1	94	99	23	8	19	-0.1	-18	1	0	-24
COc1ccccc1N(C(C)=O)C1SC(=O)N(c2ccccc2)C1=O (configuration not stated)	96	87	3	-8	-11	0.5	0	·	-1	-42
CCCCn1c(SCc2c(C)noc2C)nc2cc(S(N)(=O)=O)ccc21	38	42	4	-14	-2	-6.1	6	-1	5	-49
Cc1ccc(-n2c(=O)c3c(C)c(C)sc3n(Cc3cc(=O)n4ccccc4n3)c2=O)cc1C	83	74	3	2	4	-1.0	-18	-8	3	-11
O=C(CSc1ccccn1)N/N=C/c1ccccc1[N+](=O)[O-]	98	94	2	-3	13	0.3	62*	-9	4	-29
CCOC(=O)N1CCN(S(=O)(=O)c2ccc(OC)c(Cl)c2)CC1	94	90	6	2	18	-0.9	2	·	2	-63
Cc1ccc(C(=O)NCc2ccco2)cc1S(=O)(=O)Nc1cccc(Cl)c1	100	90	7	-11	-5	0.6	4	-1	2	-26
CCOc1c(Cl)cc(/C=N/NC(N)=S)cc1OC	102	98	26	-1	1	-1.6	·	-8	3	-21
O=C1CN(c2nc3ccccc3n3cnnc23)CC(=O)N1CCc1ccccc1	95	95	15	2	-6	0.9	·	0	1	-52
CCOc1ccccc1C1CC(=O)NC(SCC)=C1C#N (configuration not stated)	97	94	3	-10	-6	-1.1	-9	1	-1	19
COC(=O)c1ncn(C2OC(COC(C)=O)C(OC(C)=O)C2OC(C)=O)n1 (configuration not stated)	103	104	7	5	-2	2.1	·	-3	9	-39
COc1ccc(C(=O)NC2CC(C)(C)Cc3occc32)cc1 (configuration not stated)	95	86	2	0	10	1.0	11	1	3	-9
N/C(=N\OC(=O)CC1CCCCC1)c1ccc([N+](=O)[O-])cc1	90	101	1	0	2	1.7	10	4	5	-7
CC(C)[C@H](NC(=O)NCCc1ccc(F)cc1)C(=O)O	11	12	78*	-1	8	-2.0	-20	0	3	-13
CCC(=O)NCCc1nc2ccccc2n1CC(=O)c1ccccc1	99	101	4	2	-2	-1.5	-15	·	-3	-5
CCOc1ccc(NC(=O)C2CC(=O)N(C(C)C)C2)cc1 (configuration not stated)	109	101	3	-20	4	1.5	1	-1	2	-46
COC(=O)c1ccc(Oc2c(C)oc3cc(OCc4cnn(-c5ccccc5)c4)ccc3c2=O)cc1	94	95	7	-8	-4	-1.0	19	0	-2	-58
Cc1ccc(NS(=O)(=O)c2ccc(C)c(NC(=O)COc3ccccc3)c2)c(C)c1	84	88	13	0	10	-0.6	·	-4	1	1
O=C1CC(C(=O)Nc2ccccc2)C2(CCCC2)O1 (configuration not stated)	85	93	6	-22	-2	-1.4	-7	-1	2	-9
CCC1(C)Cc2c(C#N)c(N)sc(=S)c2CO1 (configuration not stated)	89	83	2	-16	-14	-0.5	·	-1	2	-29
COc1cc(/C=N\NC(=O)CNC(=O)c2cccc([N+](=O)[O-])c2)ccc1O	79	99	4	-14	2	-4.3	5	-1	-2	-9
CCN=C1SC(C(=O)Nc2cccc(C)c2)CC(=O)N1CC (configuration not stated)	91	98	8	-15	-6	-1.2	·	1	0	-24
N#Cc1ccc(Oc2ccc(-c3nc4ccccc4nc3-c3ccccc3)cc2)cc1C#N	82	86	24	0	7	-3.0	·	-8	3	-5
O=C(Nc1c(F)cccc1F)c1cnc(N2CCN(c3ccccn3)CC2)c2ccccc12	29	32	20	-13	11	3.6	7	0	2	-50
